TRAIL sens C8: sensitizes caspase-8 expressing cells to TRAIL; AID 624354; NB7+C8 cells + TRAIL, ATPlite viability luminescence; 360,000 compounds, 1% hits; inhibition (viability loss, TRAIL sensitization), % at 10 µM;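 active = compounds causing at least 50% loss of cell viability in the single-dose screen, relative to plate controls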
Shn3 3UTR inh: inhibitors of Schnurri-3 3'UTR reporter in osteoblasts; Clone20 osteoblast Shn3 3'UTR firefly luciferase, 24 h; AID 588674; inhibition, % at 12.5 µM; 360,000 compounds, 0.52% hits;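 active = mean inhibition of at least 75% with every replicate also reaching 75%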;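 also: 0% = median of neutral control wells and 100% = pilot-screen positive control compound; some compounds past the cut are filed as inactive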
HIF-2a block: HIF-2a inhibition; 786-0 RCC cells HIF-2a reporter, luciferase luminescence, overnight; inhibition, % at 18.8 µM; 360,000 compounds, 0.72% hits; AID 624352;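 active = inhibition of the luminescence signal of 40% or more relative to plate controls, in a single-dose primary screen at 18.75 µM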
TRPM1 prom inh: reduces MITF-dependent TRPM1 promoter luciferase signal. SK-MEL-5 TRPM1 promoter luciferase, 24 h. 330,000 compounds, 0.83% hits. inhibition, % at 12.5 µM. AID 488899;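 active = mean inhibition across replicates of 60% or more, whatever share of single replicates reaches that level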; also: values of inactives mirror those of a sister screen read the other way
iPSC survival up: hiPSC single-cell survival enhancement. AID 602274. survival enhancement, % at 20 µM. ATPlite luminescence; 100% = ROCK inhibitor wells, 0% = DMSO. 360,000 compounds, 0.044% hits; in the data active = survival enhancement above about 18%;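 also: cells exposed to compounds for 16 hours before the ATP read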
LMP1 NFkB inh: reduces LMP1-driven NF-kappaB luciferase signal; inhibition, % at 12.5 µM; LMP1-induced NF-kappaB luciferase reporter cells, luminescence; AID 504558; 350,000 compounds, 0.69% hits; in the data active = inhibition above about 41%;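 also: 0% = neutral control wells and 100% = reference inhibitor control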
NR2E3 ag-1: NR2E3 (human) agonism | inhibition of corepressor binding, % at 4.78 µM | AID 2300 | 320,000 compounds, 0.12% hits | Q9Y5X4 | GST-NR2E3/biotin-RetCOR TR-FRET, 1536-well;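 active = percent inhibition above the cutoff of mean plus 3 SD of all tested compounds, set per screening campaign, cut at about 20% in these data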;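 also: 0% = DMSO wells and 100% = biotin wells as full block of FRET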
Target sequence (Q9Y5X4 whole entry, looked up): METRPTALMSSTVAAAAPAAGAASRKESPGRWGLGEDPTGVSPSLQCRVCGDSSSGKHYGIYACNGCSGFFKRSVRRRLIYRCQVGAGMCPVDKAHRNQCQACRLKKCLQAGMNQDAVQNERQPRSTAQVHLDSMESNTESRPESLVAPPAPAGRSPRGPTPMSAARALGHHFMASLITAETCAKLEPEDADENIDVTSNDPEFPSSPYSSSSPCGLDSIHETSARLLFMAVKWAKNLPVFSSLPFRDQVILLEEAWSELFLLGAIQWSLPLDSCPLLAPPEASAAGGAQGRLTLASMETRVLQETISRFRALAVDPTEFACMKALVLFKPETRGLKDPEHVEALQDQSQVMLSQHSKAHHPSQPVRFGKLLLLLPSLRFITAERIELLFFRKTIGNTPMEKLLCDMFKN
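Test system – NR2E3–RetCOR corepressor complex · Quantity – NR2E3 fusion 1.35 nM · Buffer or medium – Tris pH 7.5 · Incubation – Compound–protein incubation for 5 h at 4 °C · Technique – TR-FRET, Eu(K)-anti-GST donor, streptavidin-D2 acceptor, ex 340, em 617/671 nm · Evaluation – percent inhibition of 671/617 nm emission ratio versus biotin and DMSO controls · Plate – 1536-well format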
KKLEB tox: reduces viability of KKLEB cystic fibrosis airway cells | KKLEB CF airway cells viability, ATPlite luminescence, overnight; active compounds read low; cells stimulated with P. aeruginosa culture filtrate | activity change (cytotoxicity), % at 5 µM | 360,000 compounds, 0.36% hits | AID 602141;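 active = corrected activity change at or below -50% at 5 µM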
NR2E3 ag-2: agonists of human NR2E3 nuclear receptor | 360,000 compounds, 0.35% hits | inhibition of corepressor binding, % at 3.98 µM | CHO-S Gal4-NCOR/VP16-NR2E3 two-hybrid, luciferase | Q9Y5X4 | AID 602229;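 active = inhibition above the mean of all tested compounds plus 3 SD, cut at about 70% in these data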;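 also: 0% = DMSO with NR2E3 transfected cells and 100% = cells lacking NR2E3 construct; higher means lower luciferase signal from less NR2E3 corepressor binding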
Peg3 promoter: reduces Peg3 promoter-driven luciferase expression in HeLa; 360,000 compounds, 1.7% hits; inhibition, % at 20 µM; HeLa PEG-Prom luciferase reporter, luminescence, overnight; AID 588405;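 active = inhibition of at least 50% at 20 µM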
CF NFkB block: blocks PAF-induced NF-kB reporter in cystic fibrosis cells; KKLEB NF-kB-GFP reporter, GFP fluorescence overnight; inhibition, % at 5 µM; 360,000 compounds, 0.86% hits;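 active = at least 50% inhibition at 5 µM, scaled per plate between neutral and stimulator controls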;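 also: PAF is a Pseudomonas aeruginosa culture filtrate used as stimulus; plate controls were PAF-stimulated DMSO wells for no effect and unstimulated DMSO wells for full effect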
* = called active by the depositor; . = not tested or not shown.

Second line of a record – iPSC survival up	NR2E3 ag-2	TRPM1 prom inh	LMP1 NFkB inh	TRAIL sens C8	KKLEB tox	Shn3 3UTR inh	NR2E3 ag-1	Peg3 promoter	HIF-2a block	CF NFkB block
- Cc1ccccc1NC(=O)C(=Cc1ccc(C(=O)O)cc1)C(=O)Nc1ccccc1C
    -0.7	43	48	9	9	-44	43	.	59*	42*	0
- O=C1CCC(C(=O)OCC(=O)c2ccccc2)N1 (stereo unspecified)
    -0.5	-22	0	7	-1	-6	23	3	-8	9	7
- CC(C)NC(=O)COc1ccc(/C=N/NS(=O)(=O)c2ccccc2)cc1
    0.3	-21	4	-5	4	11	-9	2	3	1	-10
- COc1ccc(NC(=O)COC(=O)c2cc(C)oc2C)cc1OC
    -2.4	5	-4	2	3	14	14	3	2	-2	3
- O=C(Nc1ccc(Br)cc1)c1cccc(N2C(=O)C3C4CCC(C4)C3C2=O)c1 (stereo unspecified)
    0.4	-36	9	-6	22	4	22	-1	-7	-40	-10
- Cn1c(N2C(=O)CC(Cc3ccccc3)C2=O)nc2ccccc21 (stereo unspecified)
    -2.5	-2	4	-2	6	5	1	-1	-6	13	2
- O=C(CN1C(=O)c2cccc3cccc1c23)NCc1cccnc1
    6.3	-12	-5	-3	-18	-6	-5	-5	-8	16	11
- CN1CCN(S(=O)(=O)c2cccc(C(=O)N(Cc3ccccc3)c3ccccc3)c2)CC1
    1.1	-21	-20	1	4	1	1	5	18	3	28
- CCNC(=O)C1CC(=O)OC12CCCCC2 (stereo unspecified)
    -3.4	6	5	-3	-4	2	6	0	2	1	-10
- CCC(C)c1ccc(C(C)NC(=S)NCc2ccc(F)cc2)cc1 (stereo unspecified)
    -0.4	40	-2	-1	9	-11	18	-1	51*	4	44
- CCC(CC)NC(=O)c1ccc2c(c1)OCCO2
    1.0	3	4	-6	2	0	-8	4	-1	-5	-7
- O=C(Nc1ccc(Br)cc1F)c1ccc2c(c1)N(Cc1ccccc1)C(=O)CS2=O (stereo unspecified)
    0.0	-52	.	-3	3	5	19	5	20	-6	25
- O=C(NCCCn1ccnc1)C(=O)NCc1ccc(Cl)cc1
    6.5	-7	10	-11	-1	6	-10	1	21	16	-6
- O=C(CNS(=O)(=O)c1cccc(C(F)(F)F)c1)Nc1ccccc1F
    -3.1	3	7	5	3	-17	0	3	3	-4	-5
- CCOC(=O)N1CCN(C(=O)C(CC(C)C)NS(=O)(=O)c2ccc3c(c2)oc(=O)n3C)CC1 (stereo unspecified)
    0.1	-12	5	-1	-15	-12	7	1	10	-10	13
- COc1ccc(OC)c(CN2CCN(C(=O)c3cccc(S(=O)(=O)Nc4ccccc4OC)c3)CC2)c1
    -0.5	-2	3	3	-3	19	-11	2	2	5	4
- Cc1nc(C(F)(F)F)ccc1C(=O)N1CCC1(C)C(=O)NS(=O)(=O)c1ccc(F)cc1F (stereo unspecified)
    -1.2	8	.	.	-16	-4	-16	.	-2	6	0
- CCOC(=O)c1[nH]c2ccc(OC)cc2c1NC(=S)N1CCN(c2cccc(Cl)c2)CC1
    -2.4	-41	7	1	0	1	0	-4	16	23	5
- CCOC(=O)c1c(C)[nH]c(C(=O)COC(=O)[C@H](C)N2C(=O)C3CCCCC3C2=O)c1C (stereo partly specified)
    -1.2	31	17	-3	-3	-1	93*	.	5	1	-6
- Cc1c(C)c2ccc(OCC(=O)N3CCN(c4ccccc4)CC3)cc2oc1=O
    -0.1	-12	-8	10	-8	7	0	-2	-23	-19	-53
- O=C(CSc1nnc(-c2cccnc2)s1)Nc1cccc(C(=O)O)c1
    -0.9	-16	11	8	5	-15	13	3	3	30	5
- COc1ccc(C2(CNC(=O)C(c3ccccc3)c3ccccc3)CCOCC2)cc1OC
    -1.1	-8	4	-2	-20	9	9	6	7	14	17
- Cc1cccc(NC(=O)c2cc(Cl)nc3ccccc23)c1
    -2.0	8	1	5	30	3	3	-1	9	-5	-10
- O=C(CSc1n[nH]c(=O)n1Cc1ccco1)Nc1ccccc1
    -0.6	-2	.	.	-3	-1	.	0	10	15	-10
- C=C(C)C(=O)N1CC2(CC(c3cccc(NC(=O)CC(c4ccccc4)c4ccccc4)c3)=NO2)C[C@H]1C(N)=O (stereo partly specified)
    1.1	9	5	-7	17	-10	6	-2	29	-1	27
- COc1cccc(-c2cc3nc(NCc4ccc(C)cc4C)n(C)c(=O)c3s2)c1
    -0.4	-10	.	.	7	-2	-9	.	-86	-117	29
- CC1(C)ON=C(c2ccc(C(F)(F)F)cc2)NC1=O
    -1.5	-1	.	.	-3	7	-23	.	-9	-11	6
- Cc1nc2ccccc2c(=O)n1/N=C/c1ccccc1OC(F)F
    -0.5	3	-13	12	-4	-13	-15	4	-8	-18	0
- COc1ccccc1NC(=O)C1=C(C)Nc2nc(-c3cccs3)nn2C1c1cccc(O)c1 (stereo unspecified)
    -1.9	11	-1	0	0	-11	6	3	28	30	-16
- CCC(NC(=O)C(C)NC)C(=O)N1CCCC1C(=O)NC1CCCc2ccccc21 (stereo unspecified)
    0.3	-34	31	-38	-11	-19	16	-1	-7	6	4
- COc1ccc(S(=O)(=O)N2CCCCCC2)cc1C(=O)NCCc1ccc(F)cc1
    -1.2	-24	7	-14	-3	10	4	-2	12	8	-11
- CCCc1cc(=O)oc2cc(Oc3ncccn3)ccc12
    -2.3	-5	1	-15	-6	0	-9	0	-34	-36	-13
- O=C(N/N=C/C=C\c1ccccc1[N+](=O)[O-])c1cc(-c2ccc3ccccc3c2)n[nH]1
    -0.9	-95	-10	-44	9	-28	-6	.	-123	-92	19
- CC(/C=N/NC(=O)c1cc(-c2ccncc2)nc2ccccc12)=C\c1ccco1
    1.3	-2	68*	6	-3	-36	13	-2	0	25	49
- O=C(N/N=C\c1cccc(Cl)c1)c1ccc(Cn2cc(Br)c([N+](=O)[O-])n2)o1
    -0.9	-36	-18	0	-5	-1	-3	3	-28	-90	-21
- C=CCn1c(=O)c2c(nc(-n3nc(C)cc3C)n2C)n(C)c1=O
    -0.1	0	.	-15	-10	1	-79	.	16	4	9
- CC(=O)c1ccc(OCc2cn(CC(=O)c3ccc(O)cc3)nn2)cc1
    -1.5	-24	7	-4	-5	-7	-7	.	-2	-4	24
- O=c1c(-c2ccc(Cl)cc2)coc2c(CN3CCCCC3)c(O)ccc12
    0.2	8	-4	-5	-2	2	20	-3	5	1	10
- Cc1nc2ccccc2n1CCOc1ccc(F)cc1
    0.2	-5	1	-10	-15	-8	9	.	22	-1	15
- COc1ccc(CCNC(=O)COc2ccc(S(=O)(=O)N3CCOCC3)cc2)cc1
    0.4	21	6	-9	-10	-1	14	-1	12	6	-8
- COc1ccccc1CC(=O)NNS(=O)(=O)c1cccc([N+](=O)[O-])c1
    0.4	-19	5	-4	6	8	-7	2	0	0	-13
- COc1ccc(N/C=C(\C#N)S(=O)(=O)c2ccc(OC)cc2)cc1
    0.3	15	3	7	12	-1	-3	0	12	11	-17
- O=C(O)CN1C(=O)C2C3CC(C2C1=O)C1C(c2ccc(F)cc2)c2sc(=O)[nH]c2SC31 (stereo unspecified)
    1.7	-4	-3	7	-9	16	3	-1	-8	-3	-11
- COc1cc(/C=C/C(=O)OCC(=O)Nc2c(C)n(C)n(-c3ccccc3)c2=O)ccc1OCC#N
    0.4	-6	9	6	-9	-3	-28	3	-8	15	8
- S=c1nc(-c2ccccc2)c(-c2ccccc2)n[nH]1
    -0.1	-7	-12	-6	-3	0	-24	2	-4	16	5
- O=C(NCCc1ccccc1)c1ccc2nc3cc(Cl)ccc3c(=O)n2c1
    0.0	-31	2	2	12	7	8	2	-10	-6	-11
- N#Cc1ccccc1Sc1ccccc1C(=O)OCc1nnc(-c2ccccc2)o1
    5.0	-14	13	-10	5	4	14	2	6	7	-11
- CCOC(=O)[C@H]1[C@H]2COc3ccc(C)cc3[C@@H]2N2C(=O)c3cc(F)ccc3NC(=O)[C@@]12C
    -2.9	18	-7	4	4	16	-57	1	5	-1	4
- COc1ccc(C(=O)N2CCN(c3ccc(NC(=O)c4cccnc4)cc3)CC2)cc1
    2.1	8	3	6	-13	-1	20	-5	-6	4	12
- CC(=O)c1ccc(NC(=O)Nc2ccc(Br)cc2C)cc1
    -3.2	9	-20	-3	4	16	-8	0	-23	-13	-18

Further records
Second line of a record – iPSC survival up	NR2E3 ag-2	TRPM1 prom inh	LMP1 NFkB inh	TRAIL sens C8	KKLEB tox	Shn3 3UTR inh	NR2E3 ag-1	Peg3 promoter	HIF-2a block	CF NFkB block
- CCn1c(SCc2ccc(Cl)c(Cl)c2)nnc1C(C)NC(=O)c1ccc(OC)cc1 (stereo unspecified)
    3.4	-19	5	12	6	-17	5	2	28	27	14
- COc1cccc(NC(=O)C(=O)NCCc2ccc(F)cc2)c1
    0.0	-52	-32	-8	-3	-5	-23	1	-96	-182	10
- O=C(NC(=S)N1CCCc2ccccc21)c1ccc(Br)cc1
    -2.3	-26	-6	-9	13	-2	-3	0	-77	-118	-10
- Cc1cccc2sc(NC(=O)CCn3cccc3)nc12
    -1.9	-10	-3	-7	17	-3	-17	1	-25	-38	5
- CCOc1ccc(NC(=O)NCCCSC2CCCCC2)cc1
    -1.7	30	-2	-8	2	7	6	0	4	-6	-10
- CCCNC(=O)C1(C)CCCN(C(=O)CN2C(=O)c3ccccc3C2=O)C1 (stereo unspecified)
    -0.9	-11	.	.	6	-15	3	.	-2	3	18
- CCOC(=O)N1CCN(c2cc(N(C)CCO)c([N+](=O)[O-])c3nonc23)CC1
    2.5	-4	3	17	-8	5	10	.	-1	16	-9
- CCOC(=O)c1cnc(-n2nc(C)cc2C)nc1N1CCOCC1
    2.0	-2	0	-4	-5	-5	-8	0	13	8	10
- COc1ccc(-c2[nH]ncc2CN2CCN(c3ccccn3)CC2)c(OC)c1
    -0.3	13	9	8	-22	0	-3	4	11	26	6
- Cc1ccccc1CSc1nsc(N)n1
    3.1	-16	-10	-17	-21	3	-18	0	-40	-48	1
- CC(C)n1cnc2c(oc3ccccc32)c1=O
    -0.8	-57	-5	1	-1	-5	-62	.	-47	-175	0
- CC(=O)NC(c1ccc(F)c(F)c1)c1nc(-c2cccc(F)c2)cs1 (stereo unspecified)
    -2.3	4	.	.	-10	12	6	.	-10	-28	-26
- CC1(C)NC(=O)N(CC(O)COc2ccc(-c3ccccc3)cc2)C1=O (stereo unspecified)
    -1.1	-14	-18	5	-7	7	2	1	-21	-37	9
- COC(=O)c1ccc(N2CCN(c3ccccc3)CC2)c(N)c1
    -0.6	-2	-29	-3	-10	-12	-26	-2	-50	-42	-4

Source: PubChem BioAssay

A portion of the library; rates above refer to the full screens.
